AmpC no deterg – inhibitors of E. coli AmpC beta-lactamase without detergent | P00811 | Potency, µM (top dose mostly 57.1 µM), for the others: at the highest dose activity change, negative = inhibition, actives largely listed as inhibitors | 330,000 tested, 0.52% active | AID 485341 | AmpC nitrocefin hydrolysis, absorbance 480 nm, 0.0001% Triton;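 also: potency is read from the fitted curve at half-maximal effect; plate controls were no compound for no effect and no enzyme for full effect; nearly all actives have a fitted effect of over 20% in size; some results filed as inactive show a strong effect at the top dose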
Target sequence (P00811 whole entry, looked up): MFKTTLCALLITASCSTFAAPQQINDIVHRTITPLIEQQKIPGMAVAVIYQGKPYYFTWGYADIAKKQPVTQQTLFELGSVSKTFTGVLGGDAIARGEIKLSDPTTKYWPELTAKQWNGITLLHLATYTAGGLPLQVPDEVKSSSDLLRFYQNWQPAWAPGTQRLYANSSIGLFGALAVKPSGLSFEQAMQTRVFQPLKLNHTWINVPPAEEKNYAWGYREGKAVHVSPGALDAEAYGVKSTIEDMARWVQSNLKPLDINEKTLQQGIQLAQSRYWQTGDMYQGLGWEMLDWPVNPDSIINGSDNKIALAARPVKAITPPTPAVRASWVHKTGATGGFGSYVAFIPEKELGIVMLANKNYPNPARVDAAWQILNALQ
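20 mM phosphate pH 7.0 + 0.01% (detergent screen) or 0.0001% Triton X-100; 5.3 nM AmpC reagent; cpd preinc 15 min RT; nitrocefin (800 uM stock) to start; A480 q20 s × 4 min; Activity was normalised to no-enzyme and no-compound control wells.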
AmpC inh detg – blocks E. coli AmpC beta-lactamase in detergent assay; P00811; AmpC hydrolysis of nitrocefin, absorbance 480 nm, 0.01% Triton; Potency, µM (series often up to 114 µM), without a hit: top-dose activity change, negative = inhibition, most hits filed as inhibitors; 370,000 tested, 0.041% active;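 also: potency is read from the fitted curve at half-maximal effect; 0% = no-compound wells and -100% = no-enzyme wells; nearly all actives have a fitted effect of over 25% in size; some results filed as inactive show a strong effect at the top dose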
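20 mM phosphate pH 7.0 + 0.01% (detergent screen) or 0.0001% Triton X-100; 5.3 nM AmpC reagent; cpd preinc 15 min RT; nitrocefin (800 uM stock) to start; A480 q20 s × 4 min; Activity was normalised to no-enzyme and no-compound control wells.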
HCMV antiviral – inhibitors of human cytomegalovirus. HFF cells, HCMV-luciferase reporter, 72 h; active compounds read low. activity change, negative = inhibition, % at 57.5 µM. 410,000 tested, 4.5% active; in the data active = activity change below about -60%; inconclusive = no clear call, values can overlap the other calls; inactive = above about -39%
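Human foreskin fibroblasts infected with luciferase-reporter HCMV at MOI 1 PFU/cell, compounds at two doses. Luciferase measured 72 h post infection; normalized to buffer-only basal and Salinomycin (10uM) controls.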
AMA1-RON2 inh – disrupts binding of P. falciparum AMA1 to RON2; AlphaScreen AMA1-biotinylated RON2 peptide binding; Potency, µM (highest dose often 58.2 µM), for inactives: at the highest dose activity change, negative = inhibition, hits mostly inhibitors; 360,000 tested, 0.2% active; AID 720542;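 also: potency is read from the fitted curve at half-maximal effect; 0% = vehicle wells and -100% = peptide control; nearly all actives have a fitted effect of over 45% in size; some results filed as inactive show a strong effect at the top dose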
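AMA1 (3D7) with his tag at 25 nM final met compounds first, then biotinylated RON2 peptide at 25 nM; detection used donor plus acceptor beads, 10 µg/mL apiece, read by AlphaScreen after 30 min at room temperature.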
Sm TGR inh – S. mansoni TGR enzyme inhibition; purified TGR, DTNB reduction, TNB absorbance 405 nm; Potency, µM (highest dose often 114 µM), without a hit: top-dose activity change, negative = inhibition, usual class: inhibitors; 360,000 tested, 3% active; AID 485364; also: potency is read from the fitted curve at half-maximal effect; nearly all actives have a fitted effect of over 60% in size
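First, TGR (20 nM dispensed) and NADPH were mixed with compound. Second, a 15 min room-temperature incubation followed. Third, further NADPH and then DTNB were added to start the reaction. Finally, TNB absorbance was monitored kinetically.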
Giardia FBPA inh – blocks Giardia fructose-bisphosphate aldolase activity | A8B2U2 | purified Giardia FBPA | Potency, µM (doses to about 59.6 µM), without a hit: top-dose activity, negative = inhibition, usual class: inhibitors | 290,000 tested, 0.71% active; also: potency is read from the fitted curve at half-maximal effect; nearly all actives have a fitted effect of over 55% in size
Target sequence (A8B2U2 whole entry, looked up): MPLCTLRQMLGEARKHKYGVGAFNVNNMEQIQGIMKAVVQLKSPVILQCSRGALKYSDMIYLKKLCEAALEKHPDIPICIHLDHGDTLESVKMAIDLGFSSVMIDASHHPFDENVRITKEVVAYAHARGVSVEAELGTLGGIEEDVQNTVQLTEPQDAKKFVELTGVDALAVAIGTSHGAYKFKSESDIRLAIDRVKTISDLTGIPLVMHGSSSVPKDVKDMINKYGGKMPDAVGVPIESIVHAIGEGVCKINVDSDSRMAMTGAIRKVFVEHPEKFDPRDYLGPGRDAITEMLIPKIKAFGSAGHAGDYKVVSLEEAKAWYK
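40 nM FBPA preincubated 10 min at RT with compound (up to 57.5 uM final), then substrate plus GAPDH/TPI/NAD/arsenate coupling and diaphorase/resazurin added. Fluorescence read after 20 min at RT, 525/598 nm.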
Active calls of the source: *; ? = inconclusive; nt = no result given; & = joins results of further samples; [ ] = another dose, or the depositor's remark. Unless noted, calls follow the shape of the dose curve; as a rule, active = well fitted curve in the direction sought with a large enough effect; inconclusive = small, poorly fitted or top-dose-only effect, or another doubt; inactive = no such curve, though single readings can be large; an effect the other way counts as inactive or inconclusive. Unless noted, % is scaled to controls: 0 for no effect and ±100 for the full control effect.

Key to letters: A = AmpC no deterg; B = AmpC inh detg; C = HCMV antiviral; D = AMA1-RON2 inh; E = Sm TGR inh; F = Giardia FBPA inh
> CCc1ccc(C(=O)Nc2ccc(OC)c(S(=O)(=O)N3CCCCC3)c2)cc1
  A = -24% | B = -5% | C = -97* | D = 0% | E = 3% | F = nt
> Cc1ccc(OCC(=O)Nc2ccccc2C(=O)OCc2cc(=O)n3nc(C4CC4)sc3n2)cc1
  A = nt | B = 13% | C = 13 | D = nt | E = -3% | F = nt
> Cn1nc(C(=O)OCC(=O)N2CCc3ccccc32)c2ccccc2c1=O
  A = -22% | B = 1% | C = 36 | D = 4% | E = -8% | F = 8%
> O=C(O)[C@H]1CCCC[C@H]1C(=O)Nc1cc([N+](=O)[O-])ccc1F
  A = -15% | B = -9% | C = 31 | D = -8% | E = 0% | F = -4%
> Cc1onc(-c2ccccc2)c1C(=O)N1CCN(c2ncccn2)CC1
  A = -2% | B = 3% | C = -36 | D = 12% | E = 0% | F = 10%
> O=[N+]([O-])c1ccc(N2CCOCC2)cc1NCc1ccccc1
  A = -17% | B = 1% | C = -22 | D = -18% | E = -23% | F = nt
> O=C1OC2CCC1(c1ccccc1)C2 (centres undefined)
  A = -12% | B = 6% | C = -19 | D = 4% | E = -1% | F = -2%
> CC(C)(C)c1ccc(OC(=O)Cn2c(C(F)(F)F)nc3ccccc32)cc1
  A = -8% | B = -2% | C = 33 | D = 19% | E = 6% | F = 0%
> Nc1nn(-c2ccccc2)c(N)c1N=Nc1ccccc1F
  A = -22% | B = -11% | C = 191 | D = 0% | E = -3% | F = -4%
> Cn1c(=O)c2c(nc(NC3CCCCC3)n2Cc2ccccc2)n(C)c1=O
  A = -25% | B = -1% | C = 1 | D = -9% | E = -16% | F = 0%
> Cc1cccc(OCC(=O)N(Cc2cccs2)C2CCS(=O)(=O)C2)c1C (centres undefined)
  A = 17% | B = 1% | C = -17 | D = 3% | E = 0% | F = 0%
> Cc1ccc2oc(=O)c(/C=C(\O)c3sc(C)nc3C)nc2c1
  A = -12% | B = -3% | C = -35 | D = 33%[activator] | E = -9% | F = -26%
> CCOC(=O)C1CCN(S(=O)(=O)c2ccc3[nH]c(=O)c(=O)[nH]c3c2)CC1
  A = -5% | B = -2% | C = -2 | D = 5% | E = -1% | F = 4%
> CC1(C)CC2CC(C)(CN2C(=O)c2ccccc2)C1 (centres undefined)
  A = 16% | B = -10% | C = ? | D = -3% | E = 0% | F = 4%
> O=C(CSC1=NCCS1)Nc1cccc(F)c1
  A = -19% | B = -8% | C = 6 | D = 94%[activator] | E = nt | F = -8%
> CCOc1ccccc1C(=O)NCC(=O)NNC(=O)CN(C)S(=O)(=O)c1ccc(Cl)cc1
  A = 4% | B = 2% | C = -20 | D = 31%[activator] | E = -4% | F = nt
> CN(Cc1ccccc1)C(=O)CCC1CCN(S(C)(=O)=O)CC1
  A = 8% | B = -14% | C = 26 | D = 0% | E = 0% | F = 0%
> CSc1ccc(CN(C)CC(=O)NCCc2ccccc2)cc1
  A = 81%[activator] | B = -8% | C = -2 | D = 0% | E = -3% | F = -14%
> O=C(NC(=S)NC1CC1)c1cccnc1
  A = -11% | B = -2% | C = -14 | D = 5% | E = -28% | F = -8%
> O=C(NC(n1ccc(=O)[nH]c1=O)C(Cl)(Cl)Cl)C12CC3CC(CC(C3)C1)C2 (centres undefined)
  A = -29% | B = -11% | C = -15 | D = -1% | E = 40µM* | F = 9%
> CCN(CC)CCN(Cc1cc2cc3c(cc2[nH]c1=O)OCO3)C(=S)NCC1CCCO1 (centres undefined)
  A = 4% | B = 1% | C = 19 | D = 8% | E = nt | F = 3%
> COC(=O)[C@@H]1Cc2c([nH]c3ccccc23)C2CCC(=O)N21 (some centres undefined)
  A = -2% | B = 1% | C = -14 | D = 0% | E = -5% | F = 10%
> NC(=O)CC(NC(=O)Cc1cccc2ccccc12)c1ccc(N2CCC(Cc3ccccc3)CC2)c([N+](=O)[O-])c1 (centres undefined)
  A = -39% | B = ? | C = 30 | D = -8% | E = 1% | F = 5%
> O=C1/C(=C\c2cccnc2)SC(=S)N1C1CCS(=O)(=O)C1 (centres undefined)
  A = -36% | B = -3% | C = -13 | D = 33%[activator] | E = -1% | F = -8%
> CCOC(=O)C1=C(C)N(CCCC(=O)O)C(=O)NC1c1ccc(Cl)cc1 (centres undefined)
  A = -6% | B = ? | C = 11 | D = -13% | E = 2% | F = -3%
> COc1ccc(NC(=O)c2ccc(Cl)c(S(=O)(=O)N3CC(C)OC(C)C3)c2)cn1 (centres undefined)
  A = -2% | B = -5% | C = -90* | D = 0% | E = 0% | F = nt
> Cc1ccc(NC(=O)CCNS(=O)(=O)c2ccc3c(c2)CCCC(=O)N3)cc1
  A = nt | B = 1% | C = -5 | D = nt | E = -4% | F = nt
> Cc1cc(C(=O)COc2ccc3ccc(=O)oc3c2)c(C)n1C
  A = -4% | B = 2% | C = -2 | D = -11% | E = 0% | F = -12%
> COc1cccc(C(=O)N(c2ccc(C)cc2)C2C=CS(=O)(=O)C2)c1 (centres undefined)
  A = -18% | B = 0% | C = -101* | D = 0% | E = 4% | F = 7%
> CC(=O)Nc1ccc(OC(F)(F)C(F)F)c(NC(C)=O)c1
  A = -7% | B = -14% | C = 11 | D = -7% | E = 0% | F = 3%
> Cc1cc2nc(C)c(Cl)c(=O)n2[nH]1
  A = -16% | B = -5% | C = -20 | D = 22% | E = 7% | F = ?
> Cc1cc(C)cc(NC(=O)CSc2ccc(-c3ccco3)nn2)c1
  A = -15% | B = -1% | C = -24 | D = 4% | E = 22µM* | F = -2%
> Cc1ccc(S(=O)(=O)N2CCN(c3nc4ccccc4nc3-n3nc(C)cc3C)CC2)cc1
  A = -4% | B = ? | C = -16 | D = 35%[activator] | E = 1% | F = -5%
> COC(=O)Nc1ccc2ncn(C)c(=O)c2c1
  A = -1% | B = ? | C = -34 | D = -5% | E = -9% | F = -1%
> COc1ccc(C2c3c(oc4ccc(F)cc4c3=O)C(=O)N2Cc2ccc3c(c2)OCO3)cc1 (centres undefined)
  A = nt | B = -4% | C = -7 | D = nt | E = -1% | F = nt
> CCn1c(=O)cc(SCC(=O)NCc2ccccn2)c2ccccc21
  A = -1% | B = 0% | C = 72 | D = 13% | E = -1% | F = 7%
> CC(=O)N1c2ccc(S(=O)(=O)NCCC(=O)N(C)Cc3ccccc3)cc2CC1C (centres undefined)
  A = 13% | B = 0%&16% | C = 13&-1 | D = -2% | E = 1%&4% | F = 5%
> CCC(C)N1C(=O)S/C(=C/c2ccc(N3CCOCC3)cc2C)C1=O (centres undefined)
  A = 27% | B = ? | C = 24 | D = ? | E = 2% | F = 1%
> COc1ccc(-n2c3c(c(=O)[nH]c2=O)C(NC(=O)c2ccncc2)(C(F)(F)F)C(=O)N3)cc1 (centres undefined)
  A = -18% | B = -14% | C = -38 | D = 0% | E = 6% | F = -9%
> C/C(=N/NC(=O)c1cccc(C)c1)c1c(O)cc(C)oc1=O
  A = -23% | B = ? | C = 43 | D = 43%[activator] | E = -1% | F = ?
> CCOC(=O)c1sc2ccccc2c1S(=O)(=O)NCc1ccc(F)cc1
  A = nt | B = 6% | C = -10 | D = nt | E = 2% | F = nt
> Nc1ncnc(SCc2c(F)cccc2Cl)n1
  A = -16% | B = -1% | C = -24 | D = -8% | E = -4% | F = 3%
> COc1ccccc1N1CCN(c2nc(-c3ccccc3)cc(C(F)(F)F)n2)CC1
  A = -10% | B = 4% | C = -21 | D = 5% | E = 4% | F = 1%
> [N-]=[N+]=NC1C[C@H](n2ccc(=O)[nH]c2=O)O[C@@H]1CO (some centres undefined)
  A = 0% | B = -24% | C = -66* | D = -1% | E = -5% | F = 8%
> CCOc1c(Cl)cc(CNc2nnnn2C)cc1OC
  A = 1% | B = 3% | C = -2 | D = -3% | E = -22% | F = -3%
> CCc1cc(=O)oc2c3c(cc(OCC(=O)NCc4cccnc4)c12)OC(C)(C)CC3
  A = 317%[activator] | B = ? | C = -27 | D = 13% | E = -13% | F = -10%
> CCOC(=O)N1CCN(CC(O)COCC2=CCC3CC2C3(C)C)CC1 (centres undefined)
  A = 150%[activator] | B = ? | C = -19 | D = -24% | E = 1% | F = ?
> O=C(C1CCCO1)N1CCN(C(=S)Nc2ccc(Cl)c(Cl)c2)CC1 (centres undefined)
  A = 5% | B = -10% | C = -10 | D = -4% | E = 2% | F = -3%
> Cc1ccc(NC(=O)c2snc3ccc(Cl)cc23)cc1C
  A = -19% | B = ? | C = 102 | D = -9% | E = 1% | F = 2%
> COc1cc(C2CC(=O)c3c([nH]c(C(=O)OCC4CCCCC4)c3C)C2)cc(OC)c1OC (centres undefined)
  A = nt | B = 0% | C = ? | D = nt | E = 6% | F = nt

Remaining list, next part:
Key to letters: A = AmpC no deterg; B = AmpC inh detg; C = HCMV antiviral; D = AMA1-RON2 inh; E = Sm TGR inh; F = Giardia FBPA inh
> O=c1c(Cl)c(N2CCOCC2)cnn1-c1ncc(C(F)(F)F)cc1Cl
  A = -13% | B = -9% | C = -23 | D = 5% | E = 1% | F = 3%
> O=C(O)/C=C/c1cccc(NS(=O)(=O)c2ccccc2)c1
  A = -24% | B = -13% | C = -7 | D = 4% | E = -4% | F = 6%
> CCc1cc(=O)oc2c(C)c(OC(C)C(=O)NC3CC(C)(C)NC(C)(C)C3)ccc12 (centres undefined)
  A = -15% | B = -11% | C = -13 | D = -5% | E = -10% | F = -11%
> CCCNS(=O)(=O)c1ccc(-n2cnnn2)c(OC)c1
  A = 34% | B = -5% | C = 1 | D = 0% | E = 10% | F = 1%
> CC(C)c1ccc(NS(=O)(=O)c2ccc(N3C(=O)CCC3=O)cc2)cc1
  A = 12% | B = -8% | C = -25 | D = -7% | E = -12% | F = 11%
